KCNK9 inh: human KCNK9 channel inhibition | HEK293 KCNK9, FluxOR thallium flux fluorescence; hits give low values | 310,000 tested, 1.2% active | B-score at 10 µM | AID 488922;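 active = ratio B-score over 3 SD below the library mean, with starting fluorescence within 5 SD of its mean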;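 note: negative B-score means less thallium flux so channel inhibition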
PolyA inh: blocks polyadenylation in yeast reporter cells; S. cerevisiae SKY197-pL101 polyadenylation reporter, beta-gal luminescence; efflux-impaired pdr1/pdr3 knockout yeast; score 100 = 6 SD above DMSO; calls only at 12 µM; 300,000 tested, 0.02% active;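 active = lowest replicate activity score at least 50, where 100 means six control SD above control mean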;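 note: yeast exposed to compound for 9 h at 30 °C; higher score means more reporter readthrough which indicates perturbed polyadenylation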
KCNK3 block: human KCNK3 channel inhibition, primary screen. CHO-KCNK3 thallium flux, FluxOR fluorescence; hits give low values. B-score at 10 µM. 340,000 tested, 0.84% active. AID 602410;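 active = B-score under library mean minus 4 SD, starting fluorescence ratio at most library mean plus 5 SD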;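 note: more negative B-score means stronger inhibition of thallium flux through KCNK3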
Target sequence (O14649 whole entry, looked up): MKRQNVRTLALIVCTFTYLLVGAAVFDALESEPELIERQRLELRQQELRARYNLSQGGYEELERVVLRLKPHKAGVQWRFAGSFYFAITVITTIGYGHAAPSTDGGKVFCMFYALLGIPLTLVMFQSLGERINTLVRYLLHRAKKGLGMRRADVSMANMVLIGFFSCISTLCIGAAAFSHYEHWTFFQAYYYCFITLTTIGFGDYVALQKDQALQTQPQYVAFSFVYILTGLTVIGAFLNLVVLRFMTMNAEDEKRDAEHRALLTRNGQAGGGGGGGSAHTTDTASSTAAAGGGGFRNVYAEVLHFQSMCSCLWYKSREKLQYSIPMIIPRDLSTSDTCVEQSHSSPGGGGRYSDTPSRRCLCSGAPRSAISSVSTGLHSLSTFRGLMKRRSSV
hERG protect: hERG (human) protection from proarrhythmic block | Q12809 | CHO-hERG, FluxOR thallium flux, dofetilide IC70 present | activation (rescue from dofetilide block), less the hit threshold, % at 10 µM | 310,000 tested, 0.51% active | AID 1511;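 active = activation above the mean of controls blocked by dofetilide plus 5 SD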;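 note: thallium influx through hERG after potassium depolarization seen as dye fluorescence rise; in these data hits start at about 4.7%; inactives centre near -7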
KCNQ1 act: potentiates or activates the human KCNQ1 potassium channel; P51787; CHO-K1 KCNQ1, thallium flux FluxOR fluorescence; hits give high values; B-score at 10 µM; 310,000 tested, 0.35% active; AID 2648;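 active = fluorescence ratio B-score, a plate-corrected score, at least three library SD, with initial intensity B-score within 5 SD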
Target sequence (P51787 whole entry, looked up): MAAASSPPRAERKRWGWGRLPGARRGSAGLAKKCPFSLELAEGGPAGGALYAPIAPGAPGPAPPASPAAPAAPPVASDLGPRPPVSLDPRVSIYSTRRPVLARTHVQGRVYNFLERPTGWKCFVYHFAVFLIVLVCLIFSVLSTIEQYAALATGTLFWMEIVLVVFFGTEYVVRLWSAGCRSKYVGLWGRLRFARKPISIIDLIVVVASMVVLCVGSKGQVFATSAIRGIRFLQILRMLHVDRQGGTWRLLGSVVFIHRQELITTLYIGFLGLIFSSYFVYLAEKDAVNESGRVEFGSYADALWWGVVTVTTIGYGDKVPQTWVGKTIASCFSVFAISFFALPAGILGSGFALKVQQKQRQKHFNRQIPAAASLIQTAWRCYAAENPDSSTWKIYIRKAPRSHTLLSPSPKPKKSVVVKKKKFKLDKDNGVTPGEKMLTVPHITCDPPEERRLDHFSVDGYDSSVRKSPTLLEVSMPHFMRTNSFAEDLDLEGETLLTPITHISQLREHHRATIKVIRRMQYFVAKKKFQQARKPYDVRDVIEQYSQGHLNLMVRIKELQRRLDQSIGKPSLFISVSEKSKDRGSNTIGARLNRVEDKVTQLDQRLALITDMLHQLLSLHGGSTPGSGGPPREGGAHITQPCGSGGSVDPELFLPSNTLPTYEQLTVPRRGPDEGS
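assay system = KCNQ1-transfected CHO-K1 cells | medium = assay buffer with matched DMSO | probe or stimulus = depolarizing K+/Tl+ stimulus, K2SO4 and Tl2SO4 each 12.5 mM in 5x stock | dosing = single dose | incubation = dye 90 min, compound 20 min, room temperature | detection = kinetic FluxOR fluorescence, 10 s baseline plus 110 s post-stimulus | evaluation = ratio B score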
DYRK1A inh: Dyrk1A (rat) kinase inhibition; Q63470; ADP-Glo luminescence, NFATc1 peptide; inhibition, % at 12.5 µM; 310,000 tested, 0.43% active; AID 504441; in the data active = inhibition above about 50%;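 note: plate controls were vehicle with enzyme for no effect and no enzyme for full effect; many of its hits are not listed in these tables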
RGS4 block: human RGS4 inhibition; 310,000 tested, 0.45% active; HEK293 M3R/RGS4 inducible, Fluo-4 calcium flux; hits give high values; triggered by carbachol at its EC20; P49798; B-score at 10 µM;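 active = B-score, a plate-corrected calcium signal, over three deviations above library mean, with baseline fluorescence within five deviations of library mean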;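 note: RGS4 expression induced by doxycycline in cells with stable M3 receptor; B-score is computed from the integrated fluorescence ratio over baseline after carbachol; higher B-score means a larger calcium signal and so more RGS4 inhibition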
GSK3B inh: blocks human GSK3beta kinase activity | P49841 | GST-GSK3beta kinase, ADP-Glo luminescence, 60 min; hits give low values | activity score (negative = inhibition), % at 10 µM | 300,000 tested, 0.038% active | AID 2097;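 active = more than half of replicate wells score below -50%, meaning over 50% inhibition versus plate controls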;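 note: 0% = median DMSO wells and -100% = median GW8510 positive control wells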
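Assay system: GST-fused GSK3beta enzyme, cell-free / Medium: Tris pH 7.5 buffer with MgCl2, DTT, BSA, heparin / Also added: peptide substrate plus 25 µM ATP (final) / Compound: 10 µM single point / Timing: kinase reaction with compound 60 min at room temperature / Detection: ADP-Glo luminescence / Benchmarks: DMSO neutral wells and GW8510 at 20 µM as positive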
GSK3 alpha inh: inhibitors of human GSK-3 alpha kinase; P49840; ADP-Glo luminescence, 60 min; inhibition, % at 10 µM; 320,000 tested, 0.1% active;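 in the data active = inhibition above about 50%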;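 note: GST-tagged GSK-3 alpha with peptide substrate and 25 µM ATP; 0% = DMSO neutral wells and 100% = GW8510 positive control wells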
RGS4 pot: RGS4 potentiation or activation. HEK293 M3R/inducible RGS4, carbachol calcium flux Fluo4; hits give low values. B-score at 10 µM. 310,000 tested, 0.92% active. AID 463111;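 active = B-score of the integrated calcium signal more than 4 SD below the library mean, with starting fluorescence not abnormally high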;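 note: negative B-score means reduced calcium response which marks RGS4 activation or potentiation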
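test system = M3R-expressing HEK293 line, RGS4 induced by doxycycline | probe or stimulus = carbachol at ECmax as muscarinic agonist stimulus | timing = dye loading 30 min 37 °C, buffer rest 30 min RT | signal = calcium dye Fluo4 fluorescence | evaluation = B score from integrated fluorescence ratio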
KCNQ1 inh: blocks the human KCNQ1 potassium channel; 310,000 tested, 1.3% active; CHO-K1 KCNQ1, FluxOR thallium flux fluorescence; hits give high values; B-score at 10 µM; P51787;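 active = compounds whose thallium flux B-score, printed positive for inhibition, exceeds three library SD while starting fluorescence stays within three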;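 note: channel opened by potassium depolarization with thallium stimulus after 20 min compound exposure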
An asterisk follows results filed as active; i = inactive; . = no result given.

SMILES	KCNK9 inh	PolyA inh	KCNK3 block	hERG protect	KCNQ1 act	DYRK1A inh	RGS4 block	GSK3B inh	GSK3 alpha inh	RGS4 pot	KCNQ1 inh
O=C(Nc1ccon1)c1sc2ccccc2c1Cl	i	i	i	-7	i	1	i	1	-3	i	i
CC(C)(C)NC(=O)C(c1ccc(F)cc1)N(Cc1cccs1)C(=O)c1ccc(CN2CCOCC2)o1 (stereo not given)	i	i	i	-13	i	4	i	3	-2	i	i
CCS(=O)(=O)N1CCN(C(=O)c2ccco2)CC1	i	i	i	-9	i	-31	i	-4	10	i	i
O=C(Nc1ccc2c(c1)OCCO2)c1ccccc1	i	i	i	-6	i	8	i	-5	4	i	i
Cc1[nH]nc2c1C(c1cc(Br)cs1)C(C#N)=C(N)O2 (stereo not given)	i	i	i	1	i	3	i	-3	8	i	i
CCOC(=O)N/N=C/c1ccc(F)cc1F	i	i	i	-2	i	-4	i	-1	0	i	i
COc1cccc(CNc2cnc3ccccc3c2)c1O	i	i	i	-9	i	9	i	-7	0	i	i
COc1cccc(NC(=O)CC2C(=O)NC3CCCCC3N2C(=O)c2ccc(F)cc2)c1 (stereo not given)	i	i	i	-5	i	-6	i	3	-2	i	i
O=C(N/N=C/c1ccc(-c2ccc(Cl)c(C(=O)O)c2)o1)c1cc2c(ccc3ccccc32)o1	i	i	i	-28	i	1	i	0	3	i	i
CCN(CC)S(=O)(=O)c1cccc(-c2n[nH]c(=S)n2/N=C/c2ccc(OC(F)F)cc2)c1	i	i	i	-15	i	1	i	2	-1	i	i
Cc1cc(C)cc(Oc2ccc(S(=O)(=O)N3CCN(C)CC3)cn2)c1	i	i	i	-12	i	-7	i	3	-4	i	i
COc1cc2ccnc(Cc3cccc(OC)c3OC)c2cc1OC	i	i	i	-16	i	-1	i	1	-3	i	i
CCOC(=O)c1c(C)[nH]c(C(=O)COC(=O)c2ccccn2)c1C	i	i	i	-2	i	0	i	-2	1	i	i
CCC(C)c1ccc(NC(=S)NC(C)C2CCCO2)cc1 (stereo not given)	i	i	i	-23	i	3	i	3	3	i	i
O=C(c1ccccc1)c1nc[nH]c1C(=O)Nc1ccccc1	i	i	i	0	i	7	i	-9	-3	i	i
NC(=O)CSc1nnc(-c2ccccc2)c(-c2ccccc2)n1	i	i	i	-4	i	.	i	3	-1	i	i
COc1ccc(N2CCN(C(=O)CN(C)S(=O)(=O)c3cccs3)CC2)cc1	i	i	i	-9	i	-7	i	.	-1	i	i
CCOc1ccc(CCNC(=O)c2cc3c(s2)CS(=O)(=O)C3)cc1OCC	i	i	i	-10	i	-2	i	5	0	i	i
COc1ccc(S(=O)(=O)Nc2c(C)cc(C)cc2C)c2cccnc12	i	i	i	-5	i	7	i	2	1	i	i
COc1cc(-n2c(=O)c3ccccc3n(Cc3cccc(C)c3)c2=O)cc(OC)c1OC	i	i	i	-9	i	-8	i	-2	-3	i	i
O=C(Cc1ccccc1)NC(c1ccco1)c1c(O)ccc2ccccc12 (stereo not given)	i	i	i	-15	i	-1	i	2	1	i	i
Cc1cnn(-c2cc(N/N=C/c3ccccc3Cl)ncn2)c1	i	i	i	-5	i	0	i	-1	0	i	i
Cn1nccc1C(=O)N/N=C/c1c(O)ccc2ccccc12	i	i	i	-7	i	-1	i	0	-2	i	i
CCOc1ccc(N2CC(C(=O)Nc3ccc(S(=O)(=O)N4CCCCC4)cc3)CC2=O)cc1 (stereo not given)	i	i	i	-16	i	-5	i	-4	-2	i	i
O=C1CCC(=O)N1CC(=O)N1c2ccccc2Sc2ccccc21	i	i	i	-3	i	1	i	-1	-3	i	i
O=C(CN(Cc1ccco1)C(=O)c1ccccc1)Nc1ccc(Cl)c(Cl)c1	i	i	i	-2	i	-3	i	-3	.	i	i
CCN(CC)C(=O)c1ccc(Nc2nnc(-c3ccc(O)cc3)c3ccccc23)cc1	i	i	i	-12	i	13	i	-3	5	i	i
Cc1nn(-c2ccccc2)c(C)c1/C=C/C(=O)OCC(=O)Nc1ncc(Cl)cc1Cl	i	i	i	-6	i	-2	i	1	1	i	i
O=C(COc1ccc(Cl)cc1Cl)NCCCn1ccnc1	i	i	i	-13	i	7	i	2	0	i	i
Cc1cc(OCc2cc(C(=O)NCC3(C)COC3)no2)cc(C)c1Cl	i	i	i	-7	i	2	i	3	-1	i	i

Continued (5 carried over from the part before).
SMILES	KCNK9 inh	PolyA inh	KCNK3 block	hERG protect	KCNQ1 act	DYRK1A inh	RGS4 block	GSK3B inh	GSK3 alpha inh	RGS4 pot	KCNQ1 inh
O=C(CN(Cc1ccco1)C(=O)c1ccccc1)Nc1ccc(Cl)c(Cl)c1	i	i	i	-2	i	-3	i	-3	.	i	i
CCN(CC)C(=O)c1ccc(Nc2nnc(-c3ccc(O)cc3)c3ccccc23)cc1	i	i	i	-12	i	13	i	-3	5	i	i
Cc1nn(-c2ccccc2)c(C)c1/C=C/C(=O)OCC(=O)Nc1ncc(Cl)cc1Cl	i	i	i	-6	i	-2	i	1	1	i	i
O=C(COc1ccc(Cl)cc1Cl)NCCCn1ccnc1	i	i	i	-13	i	7	i	2	0	i	i
Cc1cc(OCc2cc(C(=O)NCC3(C)COC3)no2)cc(C)c1Cl	i	i	i	-7	i	2	i	3	-1	i	i
O=[N+]([O-])c1cc(C(F)(F)F)ccc1N1CCCC(O)C1 (stereo not given)	i	i	i	-10	i	3	i	1	-3	i	i
CC1(C)CC(=O)C(C=Nc2cc(C(=O)c3ccccc3)ccc2N)=C(O)C1	i	i	i	-14	i	-5	i	1	-3	i	i
COc1ccc(S(=O)(=O)N2CCCCC2)cc1NC(=O)Cc1c[nH]c2ccccc12	i	i	i	-7	i	4	i	-1	-2	i	i
COc1ccc(CNC(=O)C2CCCN(c3nn4c(=O)cc(C)nc4s3)C2)cc1 (stereo not given)	i	i	i	-9	i	2	i	.	1	i	i
COc1ccc(-c2csc(Nc3ccccc3)[n+]2Cc2ccccc2)cc1	-9.4*	i	i	-15	i	-1	i	-7	-1	i	i
COc1ccc(CCNC(=O)C(=O)NCc2ccc(C)cc2)cc1OC	i	i	i	-8	i	1	i	-1	-2	i	i
Cc1ccccc1NC(=S)N(Cc1ccccn1)Cc1ccccc1Cl	i	i	i	-4	i	2	i	-5	0	i	i
COc1cccc(/C=N/n2c(SC)nnc2-c2ccccc2)c1O	i	i	i	2	15*	1	i	5	-2	i	i
COC(=O)c1ccc(N2C(=O)CC(N(C)CCc3ccc(OC)c(OC)c3)C2=O)cc1 (stereo not given)	i	i	i	-10	i	-2	i	5	-1	i	i
O=C(Nc1ccccc1-c1ccccc1)C1CCCN(c2ncccn2)C1 (stereo not given)	i	i	i	-9	i	-4	i	2	-1	i	i
COCCn1c(=S)[nH]c2cc(C(=O)N(CCO)Cc3ccccc3)ccc2c1=O	i	i	i	-9	i	-1	i	3	2	i	i
Cc1cc(C)cc(Oc2nc(C(F)(F)F)nc3ccccc23)c1	i	i	i	-3	i	-2	i	2	-3	i	i
COc1ccccc1/C=C1\SC(=S)N(CCC(=O)N2CCN(C)CC2)C1=O	i	i	i	-8	i	-4	i	2	3	i	i
O=C(NCC(c1ccco1)N1CCN(c2ccccc2F)CC1)C(=O)NC1CC1 (stereo not given)	i	i	i	-6	i	-5	i	2	1	i	i
COc1ccc(CC(=O)Nc2ccc(C(C)=O)cc2)cc1	i	i	i	-23	i	0	i	1	-1	i	i
N#C/C(=C/c1ccc(N2CCOCC2)o1)c1ccc(Cl)cc1	-10*	i	i	-23	i	6	i	-5	0	i	i
CCN(CC)S(=O)(=O)c1ccc(NC(=O)COc2c(OC)cccc2OC)cc1	i	i	i	1	i	0	i	-2	2	i	i
Cc1sc2ccc3sccc3c2[n+]1C	i	i	i	-10	i	3	i	2	0	i	i
COc1ccc(CN2CCN(C(C)C(=O)N(C)Cc3cccc(F)c3)CC2)cc1OC (stereo not given)	i	i	i	-2	i	-2	i	-11	0	i	i
CCN(CC)CCN(C(=O)c1ccc(S(=O)(=O)N(C)C2CCCCC2)cc1)c1nc2ccc(OC)cc2s1	i	i	i	-16	i	-3	i	-3	-1	i	i
Cc1cccc(NC(=S)NC(=O)CC2CC(C)(C)OC2=O)c1 (stereo not given)	i	i	i	-5	i	3	i	1	-3	i	i
COc1ccc(-c2csc(NC(=O)Cn3nc(C)cc3C)n2)cc1	i	i	i	-2	i	-2	i	6	1	i	i
O=C(Nc1ccc(Cc2ccncc2)cc1)C1CCC(N2C(=O)C3CC=CCC3C2=O)CC1 (stereo not given)	i	i	i	-2	i	0	i	1	-3	i	i
COc1ccc2c(c1)CCc1c(C(=O)Nc3ccn(Cc4ccc(C)cc4)n3)noc1-2	i	i	i	-9	i	2	i	-1	0	i	i
CN(C(=O)CSc1nc2cc([N+](=O)[O-])ccc2n1-c1ccc(F)cc1)C1CCS(=O)(=O)C1 (stereo not given)	i	i	i	-2	i	2	i	2	-1	i	i
CCOC(=O)N1CCN(C(=O)CCSCCc2ccncc2)CC1	i	i	i	-1	i	1	i	-2	0	i	i
CCCCN1C(=O)c2ccc(C(=O)NC3=NCCS3)cc2C1=O	i	i	i	-4	i	-8	i	-1	2	i	i
COc1ccc2nc(C)cc(SCC(=O)NNC(=O)COc3ccccc3)c2c1	i	i	i	-14	i	-5	i	1	-1	i	i
CC1CCN(C2CCN(C(=O)c3ccccc3F)CC2)CC1	i	i	i	-3	i	.	i	2	0	i	i

High-throughput results deposited in PubChem BioAssay by several laboratories.

Not all compounds are listed; count on the stated rates, not on these rows.
